Screens: PubChem, National Center for Advancing Translational Sciences (NCATS)
Pin1 inh – inhibitors of human Pin1; Pin1 FP peptide displacement, HiFluor488, 10 min; Q13526; Potency, µM (highest dose often 115 µM), inactives show at the top dose activity, negative = inhibition, actives largely listed as inhibitors; AID 504891; actives 0.009% (n = 390,000); active = well fitted inhibition curve with a large enough effect in the polarisation, with a control signal flat, not every such curve was filed as active; inconclusive = small, poorly fitted or top-dose-only effect, or effect the other way, or a change in a side signal; inactive = no such curve, though single readings can be large or run the other way; the % refers to the polarisation; note: potency is the fitted concentration of half-maximal effect; % is set by controls: 0 for no effect and ±100 for the full control effect
mIDH1 inhibitor – inhibitors of human mutant IDH1 R132H. Potency, µM (highest dose often 76.6 µM), for the others: at the top dose activity change, negative = inhibition, most hits filed as inhibitors. AID 602179. IDH1-R132H enzyme, NADPH consumption, diaphorase/resazurin fluorescence. actives 0.093% (n = 390,000); note: potency is the fitted concentration of half-maximal effect; % is set by controls: 0 for no effect and ±100 for the full control effect; nearly all actives have a fitted effect of over 65% in size
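IDH1-R132H (0.5 ug/mL dispensed) in pH 7.5 Tris buffer was preincubated 30 min with compound, then given a substrate mix of 0.016 mM NADPH and 2 mM alpha-KG for 80 min at room temperature; remaining NADPH was read by diaphorase/resazurin fluorescence.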
GLS inh – glutaminase GLS (human) inhibition; actives 0.21% (n = 410,000); GLS enzymatic activity, qHTS titration; Potency, µM (doses to about 45.5 µM), for the others: at the highest dose activity change, negative = inhibition, most hits filed as inhibitors; note: potency is the fitted concentration of half-maximal effect; % is set by controls: 0 for no effect and ±100 for the full control effect
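Enzyme dispensed in phosphate buffer (45 mM, pH 8.2, 0.02% Tween-20), compounds pinned in, then 1 mM L-glutamine solution and the glutamate oxidase–HRP–Amplex Red mix added; fluorescence read immediately and again after 30 min at room temperature.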
PI4K2A inh – PI4K2A (human) kinase inhibition; AID 1346378; actives 0.13% (n = 420,000); purified PI4K2A, ADP-Glo luminescence, 1 h; hits give low values; Q9BTU6; activity change, negative = inhibition, % at 76.9 µM; in the data active = activity change below about -50%; inconclusive = mostly about -30% to -49%;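 note: -100% = wells without enzyme as full effect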
Target sequence (Q9BTU6 whole entry, looked up): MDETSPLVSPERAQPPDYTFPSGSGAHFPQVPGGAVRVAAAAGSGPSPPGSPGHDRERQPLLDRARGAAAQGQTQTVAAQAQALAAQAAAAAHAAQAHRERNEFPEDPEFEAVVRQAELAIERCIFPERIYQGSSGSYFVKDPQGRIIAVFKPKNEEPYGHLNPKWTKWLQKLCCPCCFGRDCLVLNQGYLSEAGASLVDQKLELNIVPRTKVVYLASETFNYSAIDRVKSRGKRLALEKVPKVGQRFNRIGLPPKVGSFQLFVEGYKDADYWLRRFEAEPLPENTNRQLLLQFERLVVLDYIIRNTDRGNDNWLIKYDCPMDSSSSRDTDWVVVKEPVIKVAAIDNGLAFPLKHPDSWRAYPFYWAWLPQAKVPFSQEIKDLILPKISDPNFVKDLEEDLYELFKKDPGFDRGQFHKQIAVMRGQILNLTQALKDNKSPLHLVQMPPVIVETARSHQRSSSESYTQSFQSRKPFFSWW
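ADP-Glo luminescence measured ADP generated by PI4K2A enzyme (4 ug/mL before mixing) with 1.2 mM PI substrate (pre-mix) and 300 microM ATP (pre-mix). Tris pH7.5 buffer with MgCl2, Triton X-100; 1 h reaction at ambient temperature.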
HP1b binding inh – blocks HP1-beta chromodomain binding to methylated histone tails | P83916 | AlphaScreen HP1-beta / biotin-H3K9me3 peptide binding | Potency, µM (highest dose often 114 µM), inactives show at the highest dose activity change, negative = inhibition, actives largely listed as inhibitors | actives 0.56% (n = 390,000); note: potency is the fitted concentration of half-maximal effect; nearly all actives have a fitted effect of over 70% in size; inactives centre near 23
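Compound inhibition of the preformed complex between 50 nM HP1-beta and 50 nM biotinylated H3K9me3 peptide was read by AlphaScreen. Buffer was PBS pH 7.4 with 0.01% Tween-20. Incubations ran 30 min at room temperature, with 10 ug/mL donor/acceptor beads.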
TrxR1 substrate – is turned over as a substrate by rat TrxR1. O89049. purified TrxR1 substrate turnover, NADPH consumption readout. Potency, µM (doses to about 114 µM), for inactives: top-dose activity change, negative = substrate turnover. actives 0.01% (n = 390,000). AID 588456; note: potency is the fitted concentration of half-maximal effect; % is set by controls: 0 for no effect and ±100 for the full control effect; nearly all actives have a fitted effect of over 50% in size
Target sequence (O89049 whole entry, looked up): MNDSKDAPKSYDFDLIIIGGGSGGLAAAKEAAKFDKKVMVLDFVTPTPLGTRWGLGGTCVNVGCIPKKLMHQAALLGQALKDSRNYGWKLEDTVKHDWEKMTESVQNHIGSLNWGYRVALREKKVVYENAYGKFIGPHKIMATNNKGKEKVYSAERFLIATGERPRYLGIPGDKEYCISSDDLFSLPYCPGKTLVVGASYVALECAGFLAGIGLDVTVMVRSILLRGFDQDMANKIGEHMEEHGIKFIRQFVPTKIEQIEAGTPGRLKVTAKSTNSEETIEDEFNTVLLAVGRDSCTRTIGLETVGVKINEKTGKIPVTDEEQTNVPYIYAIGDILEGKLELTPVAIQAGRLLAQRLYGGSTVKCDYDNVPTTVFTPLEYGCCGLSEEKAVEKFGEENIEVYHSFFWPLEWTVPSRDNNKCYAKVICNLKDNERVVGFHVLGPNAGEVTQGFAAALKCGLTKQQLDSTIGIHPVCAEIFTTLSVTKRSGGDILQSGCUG
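Rat TrxR1, dispensed at 90 nM, was prereduced with 400 uM NADPH (final) for 5 min at ~22 deg C, then incubated with compound 15 min before 400 uM selenite. A first-read NADPH fluorescence drop versus no-compound background flagged substrates.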
USP1 inh – USP1/UAF1 (human) deubiquitinase inhibition | actives 0.23% (n = 390,000) | recombinant USP1/UAF1, Ub-Rhodamine cleavage fluorescence | Potency, µM (top dose mostly 57.1 µM), for inactives: at the highest dose activity change, negative = inhibition, usual class: inhibitors; note: potency is the fitted concentration of half-maximal effect; % is set by controls: 0 for no effect and ±100 for the full control effect; nearly all actives have a fitted effect of over 60% in size; inactives centre near -12
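Step one: compound is pinned into 1nM USP1/UAF1 in HEPES pH 7.8 buffer with TCEP. Step two: 15 min room-temperature incubation. Step three: Ub-Rho (150nM final) starts cleavage, tracked by fluorescence over six one-minute reads.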
rTrxR1 inhibitor – inhibitors of rat thioredoxin reductase 1; actives 1% (n = 390,000); Potency, µM (doses to about 114 µM), without a hit: at the top dose activity change, negative = inhibition, hits mostly inhibitors; AID 588453; recombinant rTrxR1, NADPH fluorescence consumption, selenite substrate; note: potency is the fitted concentration of half-maximal effect; % is set by controls: 0 for no effect and ±100 for the full control effect; nearly all actives have a fitted effect of over 65% in size
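Rat TrxR1 (90 nM in the dispensed reagent) was pre-reduced with 400 uM NADPH for 5 min at room temperature, then incubated with compound for 15 min. After 400 uM selenite was added, NADPH fluorescence (Ex 340/Em 450 nm) was followed for 8 min.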
Tb PGK inh – blocks T. brucei phosphoglycerate kinase; P07378; PGK/GAPDH coupled, Kinase-Glo luminescence, 60 min; Potency, µM (series often up to 57.5 µM), for the others: at the top dose activity change, negative = inhibition, most hits filed as inhibitors; actives 0.043% (n = 380,000); AID 602233; note: potency is the fitted concentration of half-maximal effect; % is set by controls: 0 for no effect and ±100 for the full control effect; nearly all actives have a fitted effect of over 60% in size
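Luminescent ATP detection (Kinase-Glo Plus) follows a 60-minute room-temperature incubation, with wells lacking PGK as controls. Buffer: 100 mM TEA (pH 7.6), 5 mM MgCl2, 0.01% Tween-20. Coupling enzyme GAPDH (100 nM final) supplies unstable 1,3-BPG in-well.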
* = called active by the depositor; i = inactive; ? = inconclusive; . = not tested or not shown; [ ] = remark or other dose. Unless noted, calls come from the whole dose curve; as a rule, active = well fitted curve in the direction sought with a large enough effect; inconclusive = small, poorly fitted or top-dose-only effect, or another doubt; inactive = no such curve, though single readings can be large; an effect the other way counts as inactive or inconclusive. An excerpt (hit frequency here may not be typical).

SMILES	Pin1 inh	mIDH1 inhibitor	GLS inh	PI4K2A inh	HP1b binding inh	TrxR1 substrate	USP1 inh	rTrxR1 inhibitor	Tb PGK inh
COc1ccc(NC(=O)c2c(NCc3cccs3)sc3c2CCCC3)c(OC)c1	1%	12%	4%	0	-4%	-7%[57.1 µM]	-20%	-6%[57.1 µM]	-1%
COc1cc(CNc2ncn[nH]2)cc(Br)c1OC	-3%	0%	4%	3	19%	5%	-1%	10%	-11%
Cc1ccc(NC(=O)CCN2C(=O)C3CCCCC3C2=O)cc1[N+](=O)[O-] (stereo unspecified)	-5%	-3%	4%	3	14%	0%[57.1 µM]	-15%	3%[57.1 µM]	5%
Cc1cccc(C)c1NC(=O)C(c1ccccc1)N1CCC1=O (stereo unspecified)	-3%	16%	29%	2	-13%	-9%	-14%	-6%	6%
CC(=O)c1cccc(CN2CCN(Cc3ccc(F)cc3)C(CCO)C2)c1 (stereo unspecified)	1%	-5%	1%	5	18%	8%	-10%	17%	-8%
O=C(c1ccccc1F)N(Cc1nc2ccccc2c(=O)[nH]1)C1CCCC1	8%	4%	4%	2	15%	3%	-21%	30%	i
COc1ccc2[nH]c3c(c2c1)CNCC3	.	-4%	10%	-3	.	.	-35%	.	-9%
CCCCOc1cccc(C(=O)O)c1	-6%	-1%	5%	-4	34%	3%[57.1 µM]	-17%	4%[57.1 µM]	i
CC(C)Cn1c(SCC(=O)N2CCc3ccccc3C2)nc2cc(Cl)ccc2c1=O	4%	?	-3%	0	10%	-6%	0%	-6%	-12%
COc1ccccc1CNC(=O)CCC(=O)Nc1nnc(C)s1	0%	0%	-12%	7	28%	-23%[11.4 µM]	-13%	10%[11.4 µM]	-12%
CCN(CC)C(=O)c1c(-c2ccccc2)c(-c2ccccc2)nn(C)c1=O	-15%	-14%	1%	-1	32%	-1%	-20%	5%	2%
CCC(O)CNc1nc(SC)nc2sc3c(c12)CCN(C)C3 (stereo unspecified)	15%	-10%	-3%	-4	7%	187%[activator]	-22%	-32%	-6%
Cc1ccccc1OCc1ccc(-c2nc(C#N)c(N3CCCCC3)o2)o1	1%	7%	-10%	-1	-18%	13%	-8%	12%	-6%
O=C(O)c1ccc([N+](=O)[O-])cc1Sc1ccsc1	2%	12%	8%	5	10%	12%[57.1 µM]	-4%	29%[11.4 µM]	-4%
Fc1cccc(Cl)c1CNc1ccc(N2CCCC2)cc1	1%	31%[activator]	7.9µM*	-7	25µM*	3%[57.1 µM]	-24%	4µM*	6%
CCC(=O)N(CC(=O)Nc1sc(C)c(C)c1C(N)=O)C1CCCCC1	5%	-4%	-1%	2	20%	7%	-19%	10%	.
COc1cc(OC)c(C2=NOC(C(=O)N3CCc4ccccc4C3)C2)cc1Cl (stereo unspecified)	12%	4%	3%	4	17%	7%	-16%	19%	i
CCC(C)NC(=O)C1CCCN(S(=O)(=O)c2ccc(-n3cnnn3)cc2)C1 (stereo unspecified)	1%	1%	-2%	3	36%	-5%	-13%	-17%	4%
CCN(CC(=O)NC1CCS(=O)(=O)C1)S(=O)(=O)c1cc([N+](=O)[O-])ccc1C (stereo unspecified)	1%	-1%	2%	-7	7%	-1%	-20%	9%	-9%
Cc1nc(SC(C(=O)c2ccccc2)c2ccccc2)n[nH]1 (stereo unspecified)	6%	4%	2%	5	9%	-7%	-15%	-10%	i
CC(C)C(=O)NNc1ccc(C(F)(F)F)cn1	-4%	-7%	7%	-27	40%[activator]	-2%	-8%	8%	-9%
COCCN(C(=O)CSc1nnc(-c2cccc(Cl)c2)n1N)c1c(N)n(CC(C)C)c(=O)[nH]c1=O	.	-2%	10%	-2	.	.	-4%	.	-8%
Cc1cc(NC(=O)CC2(CC(=O)O)CCCC2)n(C)n1	-9%	-2%	2%	-2	34%	-4%	-12%	14%	-3%
Cc1ccc(C(=O)N/C(=C\c2sccc2C)C(=O)NCc2ccco2)cc1	3%	-1%	11%	4	13%	0%	3%	9%	-2%
Cc1ccc(S(=O)(=O)N(CC(=O)Nc2c(C)cccc2C)c2cccc(Cl)c2)cc1	45%[activator]	-2%	-6%	3	7%	3%	-16%	25%	-9%
CC1CCCCC1NC(=O)CCC(=O)N1CCOc2ccc(Cl)cc21 (stereo unspecified)	-7%	0%	1%	6	35%	-5%	-14%	6%	-6%
CCOc1ccc(N2CC(C(=O)OCC(=O)NCc3ccccc3)CC2=O)cc1 (stereo unspecified)	-5%	1%	-8%	-2	39%[activator]	2%[57.1 µM]	-8%	21%	.
CCn1c(=O)c2sccc2n2c(CCC(=O)Nc3cc(C)cc(C)c3)nnc12	?	-4%	-4%	0	44%[activator]	5%	-27%	12%	-3%
CCCC(=O)C1=C(N2CCCC2)CC(C)(C)C(C(=O)OC)C1=O (stereo unspecified)	3%	9%	0%	9	31%	2%	-13%	11%	-2%
CN(C)CCCN(C(=O)c1cc(Cl)sc1Cl)c1nc2cc3c(cc2s1)OCO3	-6%	5%	22%	-5	0%	-11%	0%	-13%	3%

Reformatted as a markdown table: 9 of the compounds above
| molecule | Pin1 inh | mIDH1 inhibitor | GLS inh | PI4K2A inh | HP1b binding inh | TrxR1 substrate | USP1 inh | rTrxR1 inhibitor | Tb PGK inh |
| --- | --- | --- | --- | --- | --- | --- | --- | --- | --- |
| COCCN(C(=O)CSc1nnc(-c2cccc(Cl)c2)n1N)c1c(N)n(CC(C)C)c(=O)[nH]c1=O | . | -2% | 10% | -2 | . | . | -4% | . | -8% |
| Cc1cc(NC(=O)CC2(CC(=O)O)CCCC2)n(C)n1 | -9% | -2% | 2% | -2 | 34% | -4% | -12% | 14% | -3% |
| Cc1ccc(C(=O)N/C(=C\c2sccc2C)C(=O)NCc2ccco2)cc1 | 3% | -1% | 11% | 4 | 13% | 0% | 3% | 9% | -2% |
| Cc1ccc(S(=O)(=O)N(CC(=O)Nc2c(C)cccc2C)c2cccc(Cl)c2)cc1 | 45%[activator] | -2% | -6% | 3 | 7% | 3% | -16% | 25% | -9% |
| CC1CCCCC1NC(=O)CCC(=O)N1CCOc2ccc(Cl)cc21 (stereo unspecified) | -7% | 0% | 1% | 6 | 35% | -5% | -14% | 6% | -6% |
| CCOc1ccc(N2CC(C(=O)OCC(=O)NCc3ccccc3)CC2=O)cc1 (stereo unspecified) | -5% | 1% | -8% | -2 | 39%[activator] | 2%[57.1 µM] | -8% | 21% | . |
| CCn1c(=O)c2sccc2n2c(CCC(=O)Nc3cc(C)cc(C)c3)nnc12 | ? | -4% | -4% | 0 | 44%[activator] | 5% | -27% | 12% | -3% |
| CCCC(=O)C1=C(N2CCCC2)CC(C)(C)C(C(=O)OC)C1=O (stereo unspecified) | 3% | 9% | 0% | 9 | 31% | 2% | -13% | 11% | -2% |
| CN(C)CCCN(C(=O)c1cc(Cl)sc1Cl)c1nc2cc3c(cc2s1)OCO3 | -6% | 5% | 22% | -5 | 0% | -11% | 0% | -13% | 3% |

Next part
SMILES	Pin1 inh	mIDH1 inhibitor	GLS inh	PI4K2A inh	HP1b binding inh	TrxR1 substrate	USP1 inh	rTrxR1 inhibitor	Tb PGK inh
N=c1c2c(-c3ccccc3)c(-c3ccccc3)n(Cc3ccco3)c2ncn1CCN1CCOCC1	1%	0%	1%	5	8%	9%	-16%	?	-11%
COc1ccc(CC(=O)NNC(=S)NCC2CC2)cc1OC	1%	-13%	15%	1	45%[activator]	6%	-21%	1%	-7%
COc1ccc(Cc2nnc(NC(=O)c3ccccc3[N+](=O)[O-])s2)cc1	-2%	0%	12%	4	31%	-5%	1%	0%	.
CCOC(=O)c1ccc(NC(=O)Cn2nnc(-c3ccccc3)n2)cc1	3%	0%	-4%	9	-25%	10%[57.1 µM]	5%	11%	-10%
Cc1nc(C)n(C(C)CNC(=O)c2ccccc2)n1 (stereo unspecified)	1%	-9%	3%	2	13%	8%[2.29 µM]	-7%	18%[57.1 µM]	-8%
O=C1Nc2ccccc2C1=Nc1ccccc1-c1ccccc1	8%	19%	0%	3	6%	11%[57.1 µM]	-26%	3%[11.4 µM]	-3%
CCCCn1nc(C(=O)NCc2ccccc2CN2CCCC2)c2ccccc2c1=O	0%	-10%	8%	5	7%	1%	-12%	26%	-8%
CCCCCCCCNS(=O)(=O)CCNC1CC1	1%	-1%	3%	3	67%[activator]	-5%	?	45µM*	-6%
O=C(CSCc1c(F)cccc1Cl)NCc1ccncc1	1%	-8%	2%	-2	30%	2%	-22%	22%	-10%
CC(C)COc1ccc(C(=O)Nc2cc3nn(-c4ccccc4)nc3cc2Cl)cc1	10%	2%	0%	-1	19%	21%	?	45%[activator]	i
CC(=O)N1c2ccc(S(=O)(=O)N3CCCC(C(=O)NCc4ccc(Cl)cc4)C3)cc2CC1C (stereo unspecified)	-2%	1%	6%	3	50%[activator]	1%	-23%	15%	-1%
